Bioassay records (PubChem)
FBW7 act: FBW7 E3 ligase activators, primary screen, biochemical, AlphaScreen, human | F-box/WD repeat-containing protein 7 (Homo sapiens), Q969H0 | AlphaScreen FBW7–phospho-cyclin E peptide binding, activator screen | normalized activity (activation), % at 26.1 µM | 650,000 compounds, 0.13% hits | AID 1259310, 2017; in the data active = normalized activity above about 1.9%;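 also: purified mutant Fbw7 with reduced substrate affinity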
TEAD-YAP inh: TEAD-YAP interaction inhibition, primary screen, TEAD-YAP interaction inhibitor project, luminescence, HEK-TIYL cells; 640,000 compounds, 1.4% hits; inhibition, % at 9.12 µM; AID 1259422, 2018; TEAD-Gal4/YAP UAS-luciferase luminescence; in the data active = inhibition above about 32%;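 also: 0% = median of test compound wells and 100% = reference inhibitor wells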
GPR151 ag: activators of human GPR151, primary screen, cell-based, PathHunter beta-arrestin, luminescence; activation, % at 11.2 µM; G-protein coupled receptor 151 (Homo sapiens), Q8TDV0; 650,000 compounds, 1% hits; PathHunter beta-arrestin GPR151 cells; in the data active = activation above about 4.9%;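 also: 0% = median of compound wells and 100% = cells with positive control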
Target sequence (Q8TDV0 whole entry, looked up): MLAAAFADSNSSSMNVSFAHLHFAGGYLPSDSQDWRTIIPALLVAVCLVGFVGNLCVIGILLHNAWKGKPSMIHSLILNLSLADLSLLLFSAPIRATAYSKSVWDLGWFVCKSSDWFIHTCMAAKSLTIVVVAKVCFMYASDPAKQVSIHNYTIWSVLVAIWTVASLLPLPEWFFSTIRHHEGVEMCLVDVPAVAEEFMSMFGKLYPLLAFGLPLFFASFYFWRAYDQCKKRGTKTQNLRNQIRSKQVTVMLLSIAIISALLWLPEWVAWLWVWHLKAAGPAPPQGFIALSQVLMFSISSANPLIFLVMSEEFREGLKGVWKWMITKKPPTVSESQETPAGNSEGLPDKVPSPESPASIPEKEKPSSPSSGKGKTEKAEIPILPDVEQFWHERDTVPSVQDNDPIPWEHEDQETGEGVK
MITF inh: MITF inhibitors, primary screen, biochemical, AlphaScreen, human; inhibition, % at 2.6 µM; 650,000 compounds, 0.91% hits; AlphaScreen MITF homodimerization, bead proximity signal; Microphthalmia-associated transcription factor (Homo sapiens), O75030; in the data active = inhibition above about 50%;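 also: 0% = vehicle wells with protein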
Target sequence (O75030 whole entry, looked up): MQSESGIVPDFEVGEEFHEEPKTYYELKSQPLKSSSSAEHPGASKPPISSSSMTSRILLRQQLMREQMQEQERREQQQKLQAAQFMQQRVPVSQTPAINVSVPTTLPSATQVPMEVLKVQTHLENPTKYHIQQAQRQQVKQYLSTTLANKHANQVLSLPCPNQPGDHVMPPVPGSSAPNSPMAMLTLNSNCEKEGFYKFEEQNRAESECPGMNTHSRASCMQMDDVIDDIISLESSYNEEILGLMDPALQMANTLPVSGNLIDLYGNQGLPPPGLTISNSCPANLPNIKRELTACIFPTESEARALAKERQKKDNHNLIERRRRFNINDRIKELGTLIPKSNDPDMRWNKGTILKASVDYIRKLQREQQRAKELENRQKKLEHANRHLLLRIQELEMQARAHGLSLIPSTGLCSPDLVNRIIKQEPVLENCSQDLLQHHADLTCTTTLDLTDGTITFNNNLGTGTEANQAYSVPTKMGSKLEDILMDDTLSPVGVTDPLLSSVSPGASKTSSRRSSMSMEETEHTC
Active calls of the source: *; · = not tested or not shown.

no.	mol	MITF inh	FBW7 act	TEAD-YAP inh	GPR151 ag
1	CCN1/C(=C/c2ccc3cc(C)ccc3[n+]2CC)Sc2c(C)cc(C)cc21	5	-0.1	73*	0.2
2	O=C1OC(c2ccccc2)=N/C1=C\c1cn(-c2ccccc2)nc1-c1ccc(Cl)cc1	3	0.1	9	1.2
3	COc1ccc(N2CCN(C(=O)c3ccc(SCc4cccc(F)c4)c([N+](=O)[O-])c3)CC2)cc1	-6	0.0	3	-0.1
4	CCC(C)CN1CCc2nnc(CNC(=O)Cc3ccccc3)n2CC1 (configuration not stated)	-7	0.1	2	-0.2
5	O=C(NNC(=O)c1cccc(Br)c1)c1ccccc1	-9	-0.3	-10	-0.2
6	Cn1c(=O)c2c(nc3n(CC(O)c4ccccc4)c(-c4ccc(Br)cc4)cn23)n(C)c1=O (configuration not stated)	-2	-0.2	5	0.9
7	CN1CCN(c2ccc(-c3nc(C(=O)Nc4ccccc4)cs3)cc2)CC1	31	0.0	-12	-11
8	CCc1nnc(NS(=O)(=O)c2ccc(NC(=O)C3=COCCO3)cc2)s1	-12	0.1	3	1.6
9	CCOC(=O)c1c(NC=O)sc(C)c1-c1ccc(OC)c(OC)c1	0	0.1	-5	-0.7
10	O=C(O)c1cc(-c2ccc(/C=N\n3cnnc3)o2)ccc1Cl	-330	0.0	-8	3.0
11	Cc1ccc2oc3c(c(=O)c2c1)C(c1cccc(O)c1)N(CCCN1CCOCC1)C3=O (configuration not stated)	1	-0.1	3	-0.3
12	CC(=O)Nc1ccc(C(=O)OCC(=O)Nc2ccc(Cl)c(Cl)c2)cc1	-9	-0.1	9	-0.5
13	CC1(C)c2ssc(=S)c2-c2ccccc2N1C(=O)c1cccc([N+](=O)[O-])c1	26	0.3	7	-1.7
14	CCc1ccc(N2N=C(C)/C(=C\c3cc(OC)c(O)c(OC)c3)C2=O)cc1	40	-1.0	12	-1.3
15	N=C1/C(=C\c2cccc3ccccc23)C(=O)N=C2SC(N3CCOCC3)=NN12	1	0.1	5	0.3
16	CN1C(=O)NC(=O)/C(=C/c2ccc(O)c(Br)c2)C1=O	18	-0.1	1	-0.1
17	CCc1ccc(NC(=O)CC(C(=O)O)N2CCN(C)CC2)cc1 (configuration not stated)	-11	-0.3	7	-0.2
18	COc1cccc2c1CCN(Cc1ccc(C)cc1)C2=O	1	-0.1	-14	-2.2
19	Cn1c(CC(=O)NNC(=O)CNC(=O)Cc2cccc3ccccc23)nc2ccccc21	20	-0.5	5	1.5
20	CC(=Nc1ccncc1)C1=C(O)CC(C)(C)CC1=O	-15	0.2	3	3.1
21	CCOc1ccc(N2CSC3=C(C#N)C(c4ccc(C)o4)CC(=O)N3C2)cc1 (configuration not stated)	40	-0.7	-1	0.0
22	O=C(NCCc1nnc2n1CCN(Cc1ccsc1)CC2)C1CCCO1 (configuration not stated)	6	-0.1	-2	0.3
23	COc1cc(CNCc2ccccn2)ccc1OCC(N)=O	20	-0.6	1	-2.3
24	Cc1cn(CCOc2ccc(Cl)cc2)c(=O)[nH]c1=O	11	0.2	3	-0.7
25	CCOC(=O)c1sc(Nc2ccccc2Cl)nc1C	6	-0.3	-56	2.0
26	CC(C)CCN1C(=O)CC(NNC(=O)c2cc3ccccc3cc2O)C1=O (configuration not stated)	-3	-0.1	4	-0.9
27	CC(=O)Oc1cccc(/C=C(\C#N)C(=O)Nc2ccc([N+](=O)[O-])cc2Br)c1	17	-0.1	1	-0.5
28	Cc1ccc(-c2nnc(-c3ccc(C)cc3)o2)cc1	3	0.0	-51	1.7
29	O=C(CN(c1ccc([N+](=O)[O-])cc1)S(=O)(=O)c1ccccc1)NC1CC2CCC1C2 (configuration not stated)	-9	-0.1	-2	-0.8
30	Cc1c(C(=O)Nc2ccc(Oc3ccccc3)cc2)sc2ncnc(N3CCC(C)CC3)c12	12	0.0	2	2.0
31	CCOc1ccc2nc(SCC(=O)Nc3sc4c(c3C(=O)OC)CCC(C(C)(C)C)C4)sc2c1 (configuration not stated)	-7	0.2	-8	-0.9
32	COc1ccc(S(=O)(=O)n2nc(OC(=O)c3cccc4ccccc34)cc2N)cc1	-12	-0.1	-6	0.1
33	N#C/C(=C\c1ccccc1)C(=O)NNC(=O)c1cccnc1	0	0.0	5	0.5
34	COc1ccc(Cl)cc1NC(=O)Cn1c2ccccc2c(=O)c2ccccc21	6	0.3	8	1.3
35	Cc1cc2c(o1)c1cnn(Cc3ccncc3)c(=O)c1n2C	6	0.0	0	0.9
36	O=C1c2ccc(F)cc2C(=O)N1c1ccccn1	-16	-0.1	-10	1.2
37	O=C(c1ccc(F)cc1)N1CCN(C2CC3CCC2C3)CC1 (configuration not stated)	3	0.1	4	0.3
38	O=C(Cc1ccccc1)NN1C(=O)CSC1=S	-9	0.0	-2	0.1
39	CCCSc1nnc2c(n1)OC(c1ccc(C)o1)Nc1ccccc1-2 (configuration not stated)	5	0.0	-50	-0.5
40	Nc1ccc2nc(-c3ccc(Oc4ccc(-c5nc6ccc(N)cc6[nH]5)cc4)cc3)[nH]c2c1	0	-0.1	-7	0.7
41	O=C(CCC(=O)N(c1ccccc1)c1ccccc1)OCC(=O)c1cccc([N+](=O)[O-])c1	-7	-0.1	-6	-0.5
42	CN1C(=O)S/C(=C\c2ccc(N(C)C)c(Br)c2)C1=O	12	0.4	-21	4.0
43	Cc1ccc(-c2nc3sc4c(c3c(=O)[nH]2)CCCC4)cc1	3	0.0	-14	2.5
44	CC(NC(=O)C1CCC1)c1ccccc1 (configuration not stated)	5	-0.1	-1	2.3
45	CC1CCCC(NC(=O)CSc2nnnn2C)C1C (configuration not stated)	-3	-0.1	1	-0.5
46	CCSc1nnc(NC(=O)CSc2ncccn2)s1	3	0.0	3	-0.8
47	CC(C)OC(=O)CN1CCC2(CC1)NC(=O)c1ccccc1O2	7	0.1	-3	-0.3
48	C=CCN1C(=O)CS/C1=N\N=C(/C)c1ccccc1	-5	0.0	-7	2.9
49	O=C(Nc1ccc(Cl)c(NC(=O)c2ccccc2)c1)c1cccc(C(=O)Nc2ccc(Cl)c(NC(=O)c3ccccc3)c2)c1	-5	-0.1	-11	-0.3
50	COc1ccccc1OCc1nc(C#N)c(NCc2ccc(F)cc2)o1	-1	0.0	-9	-0.2
51	Cc1ccccc1N/C(CSC(N)=O)=N\S(=O)(=O)c1ccccc1	-16	-0.1	10	-1.0
52	CCC(=O)NC(c1nnc2n1CCN(Cc1ccc(N(C)C)cc1)CC2)C(C)C (configuration not stated)	9	-0.1	14	1.1
53	COC(=O)c1sc2ccccc2c1NC(=O)C1CCCCC1	7	-0.3	-12	-0.7
54	Fc1ccccc1-c1cnc2ccc(NCc3ccco3)nn12	10	0.2	39*	0.5
55	CC(C)(C)c1ccc(/C=C2/N=C(c3cc(I)ccc3Cl)OC2=O)cc1	11	0.1	0	1.0
56	CC(C)(C)OC(=O)NC(CCS(C)(=O)=O)C(=O)NC1CCN(c2c(F)cc3c(=O)c(C(=O)O)cn(C4CC4)c3c2F)C1 (configuration not stated)	-5	-0.1	5	1.7
57	Cc1nc(SCC(=O)NC2CCCCC2)c2c3c(sc2n1)CCCC3	-10	0.1	1	0.8
58	O=C(c1c(F)cccc1F)n1nnc2ccccc21	7	-0.1	-15	-1.1
59	Cc1ccc(-n2c(=O)c3c4c(sc3n3c(SCC(=O)c5ccc(Br)cc5)nnc23)CCCC4)cc1	-11	0.0	-10	0.2
60	O=C(C[n+]1cccc(C(=O)N/N=C/c2cccc([N+](=O)[O-])c2)c1)c1ccccc1	11	0.0	-3	1.5

(cont.)
no.	mol	MITF inh	FBW7 act	TEAD-YAP inh	GPR151 ag
61	CCc1ccc(N(CC(=O)NC2CCCC2)C(=O)CCC(=O)Nc2cc(C)on2)cc1	-5	-0.2	-4	-0.1
62	O=c1c2ccccc2nc2ccc(Cl)nn12	-2	0.1	14	1.4
63	CCS(=O)(=O)CCSc1nc(-c2ccc(OC)cc2)cc(-c2ccccc2)c1C#N	4	0.1	-3	-0.8
64	CC(C)n1cnc2c(NCc3nc4ccccc4[nH]3)nc(Nc3nc4ccccc4n3C)nc21	5	0.0	0	-0.4
65	COc1ccc(C(=O)NCCCOC(C)C)cc1[N+](=O)[O-]	14	0.2	11	-0.2
66	COC(=O)C(O)(CC(=O)Nc1ccc(OC(F)(F)F)cc1)C(F)(F)F (configuration not stated)	2	0.2	17	-1.2
67	Cc1cc(Nc2ccccc2)n(-c2ccc(C(=O)O)cc2)n1	6	0.4	8	0.3
68	CN(C)c1ccc(N/C=C/C(=O)c2ccc(Cl)cc2)cc1	-4	-0.3	-21	-1.0
69	COc1cccc(C(=O)Nc2cccc(OC(=O)c3cc(S(=O)(=O)N4CCOCC4)ccc3Cl)c2)c1	23	0.4	29	-3.9
70	CCCCCSc1nnc2c(n1)OC(c1ccccc1F)N(C(C)=O)c1ccccc1-2 (configuration not stated)	0	0.0	-10	-0.6
71	O=C(N/N=C\C=C\c1ccco1)c1[nH]nc2c1CCc1ccccc1-2	15	-0.1	-2	-1.2
72	Nc1nc(C(F)(F)F)c(C(=O)O)s1	17	0.0	-8	-1.1
73	CC(CC(=O)Nc1nc2ccc(S(C)(=O)=O)cc2s1)c1ccccc1 (configuration not stated)	-2	-0.2	19	-0.3
74	CC(C)CNC(=O)c1ccc(NC(=O)Cc2ccc(Cl)cc2)cc1	3	-0.1	5	-0.6
75	Cc1ccc(C(C)C)c(OCCNC(=O)c2ccccc2-c2ccccc2)c1	10	0.1	-7	-0.9
76	Cc1cc(C)nc(SCc2nnc(SC(C)C)n2-c2ccccc2)n1	6	-0.1	-1	-0.8
77	CCOc1cc(C2C(C(=O)OC(C)C)=C(C)NC3=C2C(=O)CC(c2ccccc2)C3)ccc1OC(C)=O (configuration not stated)	-13	0.1	-8	-0.1
78	Cc1cc2c(c(-c3ccc(Cl)cc3)c1)OC(CNC(=O)C1CCOC1)C2 (configuration not stated)	11	0.1	2	0.7
79	Fc1cccc(NC(=S)N2CCN(c3ccccn3)CC2)c1	9	0.3	8	0.3
80	CC(C)CCNC(=O)CCS(=O)(=O)Cc1cccc(Cl)c1	-5	-0.1	-1	0.5

Sorted by count of non-hydrogen atoms (falling): 12 of the compounds above.
no.	mol	MITF inh	FBW7 act	TEAD-YAP inh	GPR151 ag
77	CCOc1cc(C2C(C(=O)OC(C)C)=C(C)NC3=C2C(=O)CC(c2ccccc2)C3)ccc1OC(C)=O (configuration not stated)	-13	0.1	-8	-0.1
64	CC(C)n1cnc2c(NCc3nc4ccccc4[nH]3)nc(Nc3nc4ccccc4n3C)nc21	5	0.0	0	-0.4
61	CCc1ccc(N(CC(=O)NC2CCCC2)C(=O)CCC(=O)Nc2cc(C)on2)cc1	-5	-0.2	-4	-0.1
63	CCS(=O)(=O)CCSc1nc(-c2ccc(OC)cc2)cc(-c2ccccc2)c1C#N	4	0.1	-3	-0.8
75	Cc1ccc(C(C)C)c(OCCNC(=O)c2ccccc2-c2ccccc2)c1	10	0.1	-7	-0.9
78	Cc1cc2c(c(-c3ccc(Cl)cc3)c1)OC(CNC(=O)C1CCOC1)C2 (configuration not stated)	11	0.1	2	0.7
71	O=C(N/N=C\C=C\c1ccco1)c1[nH]nc2c1CCc1ccccc1-2	15	-0.1	-2	-1.2
74	CC(C)CNC(=O)c1ccc(NC(=O)Cc2ccc(Cl)cc2)cc1	3	-0.1	5	-0.6
67	Cc1cc(Nc2ccccc2)n(-c2ccc(C(=O)O)cc2)n1	6	0.4	8	0.3
80	CC(C)CCNC(=O)CCS(=O)(=O)Cc1cccc(Cl)c1	-5	-0.1	-1	0.5
62	O=c1c2ccccc2nc2ccc(Cl)nn12	-2	0.1	14	1.4
72	Nc1nc(C(F)(F)F)c(C(=O)O)s1	17	0.0	-8	-1.1

Later entries:
no.	mol	MITF inh	FBW7 act	TEAD-YAP inh	GPR151 ag
81	CNCCCOc1ccc2ccccc2c1Cl	29	0.0	-6	-0.5
82	COc1ccc(SCCc2ccncc2)cc1	8	0.2	18	-0.3
83	CCOC(=O)c1ccc(N2NC(=O)/C(=C/c3ccc(OC)cc3)C2=O)cc1	-12	0.0	11	-1.6
84	CCCCC[C@H](O)/C=C/[C@H]1[C@H](O)CC(=O)[C@H]1C/C=C\CCCC(=O)OC(C)C	5	·	·	-1.1
85	COC1=CC(=O)C(O)=C/C1=C\C=C\c1ccccc1	-3	-0.2	4	-0.6
86	CCCCCC(=O)Nc1ncc2c(n1)CC(c1ccc(C)cc1)CC2=O (configuration not stated)	7	0.0	7	0.4
87	Cc1ccc(CN2C(=O)CS(=O)c3ccc(C(=O)NCc4ccccc4)cc32)cc1 (configuration not stated)	17	0.1	14	-1.4
88	COc1cc(/C=C2\C(=O)NC(=S)N(c3ccc(F)cc3)C2=O)ccc1O	-2	0.0	6	0.9
89	COc1ccc2c(CNCCc3cccs3)c(C(=O)O)n(Cc3ccc(F)cc3)c2c1	-1	-0.1	8	1.9
90	Cc1ccc(-c2csc(NC(=O)c3cccs3)n2)cc1C	11	0.0	-50	0.6
91	Cc1cccc(C(=O)N2CCN3C(=O)[C@H](CO)NC(=O)[C@H]3C2)c1	6	0.3	-5	0.5
92	Nc1ccnc(Nc2ccccc2)n1	-5	-0.1	-3	1.3
93	CC(C1CC1)N(C(=O)c1ccc(Cl)cc1)c1ccccc1 (configuration not stated)	-12	-0.2	5	-0.8
